Screening data as filed in PubChem BioAssay.
HTRA1 inhibitor – blocks human HTRA1 serine peptidase | recombinant HTRA1, FP-rhodamine activity-based probe, fluorescence polarization | inhibition, % at 5.96 µM | hit rate 0.5% among 340,000 | AID 504803; in the data active = inhibition above about 36%;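 also: 0% = enzyme with DMSO and 100% = wells lacking enzyme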
Target sequence (Q92743 whole entry, looked up): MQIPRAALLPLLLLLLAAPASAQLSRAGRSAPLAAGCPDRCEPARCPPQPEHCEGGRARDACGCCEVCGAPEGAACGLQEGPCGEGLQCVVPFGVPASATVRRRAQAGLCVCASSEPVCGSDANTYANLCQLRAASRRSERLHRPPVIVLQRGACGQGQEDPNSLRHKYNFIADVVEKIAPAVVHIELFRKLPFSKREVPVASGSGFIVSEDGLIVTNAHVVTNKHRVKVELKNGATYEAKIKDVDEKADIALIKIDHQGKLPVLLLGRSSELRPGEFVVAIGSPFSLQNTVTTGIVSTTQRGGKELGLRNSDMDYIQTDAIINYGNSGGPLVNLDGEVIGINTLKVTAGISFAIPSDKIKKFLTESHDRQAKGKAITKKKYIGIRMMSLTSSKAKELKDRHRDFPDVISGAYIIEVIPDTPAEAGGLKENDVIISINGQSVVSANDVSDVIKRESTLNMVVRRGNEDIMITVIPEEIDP
ASAP1 GAP inh – ASAP1 ArfGAP inhibition | ASAP1-stimulated ARF1 GTP hydrolysis, GDP FP detection | AID 624377 | Q9ULH1 | inhibition, % at 16.5 µM | hit rate 0.19% among 360,000; in the data active = inhibition above about 25%;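 also: 0% = vehicle with enzyme and substrate and 100% = no enzyme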
ABHD4 inh – inhibitors of mouse ABHD4; AID 720543; Q8VD66; inhibition, % at 8.92 µM; hit rate 0.54% among 370,000; purified mABHD4, FP-Rh probe fluorescence polarization;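 active = inhibition exceeding the mean over every tested compound plus 3 SD, cut at about 30% in these data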;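 also: 0% = plate median of compound wells and 100% = S159A mutant with DMSO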
Target sequence (Q8VD66 whole entry, looked up): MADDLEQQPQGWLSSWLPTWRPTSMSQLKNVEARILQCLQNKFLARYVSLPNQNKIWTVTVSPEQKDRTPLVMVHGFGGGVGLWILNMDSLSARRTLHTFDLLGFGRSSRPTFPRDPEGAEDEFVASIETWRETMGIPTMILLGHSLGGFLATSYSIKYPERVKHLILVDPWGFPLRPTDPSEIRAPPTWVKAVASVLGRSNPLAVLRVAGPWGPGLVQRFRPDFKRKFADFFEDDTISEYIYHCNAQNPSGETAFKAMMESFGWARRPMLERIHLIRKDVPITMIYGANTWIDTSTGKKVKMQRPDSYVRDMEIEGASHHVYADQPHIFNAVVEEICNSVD
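Assay system: wild-type mouse ABHD4 protein; compound: single nominal dose of 8.92 µM, 0.89% DMSO final; schedule: 45 min + 60 min at 25 °C; measured by: FP readout, ex 525 nm / em 598 nm; evaluation: % inhibition of FP-Rh probe binding versus controls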
ARFGAP1 inhibitor – inhibitors of rat ARFGAP1; hit rate 0.26% among 360,000; Q62848; Arfgap1-stimulated ARF1 GTP hydrolysis, GDP FP detection; inhibition, % at 16.5 µM; AID 651572;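 active = inhibition above a per-plate limit, mean inhibition of low control wells plus 3 SD, cut at about 25% in these data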;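 also: 0% = DMSO wells with enzyme and 100% = wells lacking Arfgap1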
Target sequence (Q62848 1-136 limits assumed): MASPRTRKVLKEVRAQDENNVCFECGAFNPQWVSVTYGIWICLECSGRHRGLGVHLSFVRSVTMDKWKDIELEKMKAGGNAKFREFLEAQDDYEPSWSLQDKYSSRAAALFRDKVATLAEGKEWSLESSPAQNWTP
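Material: rat Arfgap1 catalytic domain, aa 1-136; also added: human ARF1(Δ1-17)-GTP substrate; compound dosing: one concentration, 16.5 µM, DMSO 1.26%; incubation: GTP hydrolysis reaction 2 h at 25 °C; measured by: Tracer-displacement fluorescence polarization with EDTA stop, 620/688 nm; evaluation: % inhibition from polarization; repeats: one replicate per compound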
NPR1 activator – GC-A (human) enzyme activation; hit rate 0.14% among 370,000; HEK293 GC-A cells, cGMP TR-FRET, EC30 ANP; 0% at EC30 ANP, 100% saturating ANP; activation, % at 10 µM; P16066; in the data active = activation above about 40%
rCAG RNA binder – r(CAG) repeat RNA binding; inhibition, % at 3 µM; hit rate 1.3% among 370,000; TO-PRO-1 dye displacement fluorescence;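 active = inhibition above the plate cutoff, the mean of all test compounds on that plate plus 3 SD, cut at about 35% in these data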;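 also: 0% = DMSO alone and 100% = 100 µM mitoxantrone as full dye displacement; higher means more dye released from RNA so lower well fluorescence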
NPR2 activator – GC-B (human) receptor activation | HEK293-GC-B cells, CNP EC30, cGMP TR-FRET; 0% at EC30 CNP, 100% saturating CNP | activation, % at 10 µM | hit rate 0.11% among 370,000 | AID 1920062;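 active = activation at 10 µM reaching about 35% in either raw or pattern-adjusted values, limit read from the data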
SMARCA2 activ – SMARCA2 function activation, primary screen. MG213 cells, MMTV-luciferase reporter, dexamethasone, overnight. activation, % at 9.1 µM. hit rate 1% among 370,000; in the data active = activation above about 7.8%;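 also: 0% = vehicle wells and 100% = reference activator wells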
PG9 Ab binder – PG9 antibody binding by small molecule | TR-FRET gp120-PG9 antibody binding | inhibition, % at 6.7 µM | hit rate 0.43% among 360,000 | AID 624416; in the data active = inhibition above about 8.5%
Rev-erbA mod – modulates human Rev-erb alpha binding to DNA. P20393. Rev-erbα–FITC-DNA binding, fluorescence polarization, 90 min. activity, % at 10 µM. hit rate 0.79% among 370,000. AID 1259318;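 active = activity above about 14%, limit read from the data; passing the limit was not always enough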;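 also: 0% = DMSO wells with 35 nM protein and 100% = DMSO wells with 750 nM protein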
Numbers without * were called inactive.

Screening O=C1OCCN1C(=O)[C@H]1[C@H](c2ccc(Cl)cc2)C(c2ccc(F)cc2)=NN1c1ccc(Br)cc1 returned HTRA1 inhibitor -23, ASAP1 GAP inh 12, ABHD4 inh -2, ARFGAP1 inhibitor 0, NPR1 activator -4, rCAG RNA binder 7, NPR2 activator 3, SMARCA2 activ -4, PG9 Ab binder -0.3 and Rev-erbA mod 1.
COc1ccc(C(=O)NCc2nnc(SCC(=O)NC3CCCCC3)n2C)cc1 was read as HTRA1 inhibitor 4, ASAP1 GAP inh 6, ABHD4 inh 7, ARFGAP1 inhibitor 0, NPR1 activator 2, rCAG RNA binder -6, NPR2 activator 1, SMARCA2 activ -2, PG9 Ab binder -0.1 and Rev-erbA mod 1.
`CCOc1ccc(C2C(C(=O)NC)=C(C)Nc3nc4ccccc4n32)cc1OC` (stereo unspecified) gave HTRA1 inhibitor 1, ASAP1 GAP inh -10, ABHD4 inh -8, ARFGAP1 inhibitor 5, NPR1 activator -2, rCAG RNA binder 8, NPR2 activator -4, SMARCA2 activ -2, PG9 Ab binder -0.5 and Rev-erbA mod 5.
Screening COCCN(C(=S)Nc1ccccc1OC)C1CCN(C(C)=O)CC1 returned HTRA1 inhibitor 2, ASAP1 GAP inh 12, ABHD4 inh 1, ARFGAP1 inhibitor -8, NPR1 activator 0, rCAG RNA binder 1, NPR2 activator 2, SMARCA2 activ -3, PG9 Ab binder -3.1 and Rev-erbA mod -3.
`Cc1cccc(NS(=O)(=O)c2cccc(C(=O)Nc3cccc(C(=O)O)c3)c2)c1` gave HTRA1 inhibitor -3, ASAP1 GAP inh -12, ABHD4 inh -19, ARFGAP1 inhibitor 7, NPR1 activator 6, rCAG RNA binder 20, NPR2 activator -1, SMARCA2 activ -3, PG9 Ab binder 0.8 and Rev-erbA mod 14.
Screening COCc1cc(NCc2ccc(Cl)cc2)nc(C)n1 returned HTRA1 inhibitor 5, ASAP1 GAP inh 10, ABHD4 inh -9, ARFGAP1 inhibitor -3, NPR1 activator 2, rCAG RNA binder -1, NPR2 activator 11, SMARCA2 activ -2, PG9 Ab binder 1.0 and Rev-erbA mod -4.
`CCN(CC)C(=O)Cn1nc(-c2ccncc2)nc1SCC(=O)Nc1ccc(OC)cc1` gave HTRA1 inhibitor 3, ASAP1 GAP inh -9, ABHD4 inh 3, ARFGAP1 inhibitor 8, NPR1 activator -3, rCAG RNA binder 0, NPR2 activator -1, SMARCA2 activ 0, PG9 Ab binder -2.4 and Rev-erbA mod -1.
`CCOc1ccc(NC(=O)CN(c2ccc(OCC)cc2)S(=O)(=O)c2c(C)[nH]c(=O)[nH]c2=O)cc1` gave HTRA1 inhibitor -3, ASAP1 GAP inh 4, ABHD4 inh 2, ARFGAP1 inhibitor 5, NPR1 activator -1, rCAG RNA binder 15, NPR2 activator -5, SMARCA2 activ 4, PG9 Ab binder 0.7 and Rev-erbA mod 6.
For CCOC(=O)c1nc2c(=O)n(C)c(=O)n(C)c2n(C)c1=O the results were HTRA1 inhibitor 9, ASAP1 GAP inh 7, ABHD4 inh 2, ARFGAP1 inhibitor -5, NPR1 activator -1, rCAG RNA binder -2, NPR2 activator 5, SMARCA2 activ -3, PG9 Ab binder -0.6 and Rev-erbA mod 1.
O=C(COc1ccccc1F)Nc1ccc2[nH]c(=O)[nH]c2c1 was read as HTRA1 inhibitor 6, ASAP1 GAP inh -1, ABHD4 inh 2, ARFGAP1 inhibitor -6, NPR1 activator 2, rCAG RNA binder 0, NPR2 activator -3, SMARCA2 activ 0, PG9 Ab binder -1.5 and Rev-erbA mod 1.
Cc1n(Cc2ccccc2)c2ccccc2[n+]1Cc1ccccc1 was read as HTRA1 inhibitor 1, ASAP1 GAP inh 0, ABHD4 inh 7, ARFGAP1 inhibitor 11, NPR1 activator 4, rCAG RNA binder 3, NPR2 activator 4, SMARCA2 activ -2, PG9 Ab binder -0.1 and Rev-erbA mod 4.
Screening O=C(CNC(=O)c1cnccn1)Nc1ccc(F)c(F)c1F returned HTRA1 inhibitor 7, ASAP1 GAP inh -8, ABHD4 inh 4, ARFGAP1 inhibitor -3, NPR1 activator 2, rCAG RNA binder 3, NPR2 activator 3, SMARCA2 activ -7, PG9 Ab binder 1.2 and Rev-erbA mod 0.
`CS(=O)(=O)N(Cc1ccc(Cl)cc1)c1ccc(C(=O)NCc2ccccn2)cc1` gave HTRA1 inhibitor 0, ASAP1 GAP inh 31*, ABHD4 inh -6, ARFGAP1 inhibitor 7, NPR1 activator -4, rCAG RNA binder -5, NPR2 activator 1, SMARCA2 activ 3, PG9 Ab binder -1.2 and Rev-erbA mod 2.
For COc1ccc(CN(C)Cc2ccccc2)c(OC)c1OC the results were HTRA1 inhibitor 3, ASAP1 GAP inh -5, ABHD4 inh 3, ARFGAP1 inhibitor 3, NPR1 activator 0, rCAG RNA binder -1, NPR2 activator -3, SMARCA2 activ 0, PG9 Ab binder -1.3 and Rev-erbA mod 1.
For CCOc1ccccc1C(=O)N(CN1CCCC1=O)c1cccc(Cl)c1 the results were HTRA1 inhibitor 3, ASAP1 GAP inh 13, ABHD4 inh -4, ARFGAP1 inhibitor 38*, NPR1 activator -4, rCAG RNA binder -7, NPR2 activator -10, SMARCA2 activ 5, PG9 Ab binder -2.9 and Rev-erbA mod -4.
For COc1ccc(S(=O)(=O)N2CCCCC2)cc1NC(=O)C1CC(=O)N(Cc2ccccc2)C1 (stereo unspecified) the results were HTRA1 inhibitor -8, ASAP1 GAP inh -5, ABHD4 inh -3, ARFGAP1 inhibitor 2, NPR1 activator 1, rCAG RNA binder 4, NPR2 activator 1, SMARCA2 activ -1, PG9 Ab binder 1.4 and Rev-erbA mod 5.
Screening CC1Cc2ccccc2N1C(=O)CSc1nnnn1C (stereo unspecified) returned HTRA1 inhibitor 1, ASAP1 GAP inh 15, ABHD4 inh 4, ARFGAP1 inhibitor 1, NPR1 activator -1, rCAG RNA binder 2, NPR2 activator -3, SMARCA2 activ 5, PG9 Ab binder -1.0 and Rev-erbA mod 9.
Screening Cn1c(SCc2nc3cc(C(=O)O)ccc3c(=O)[nH]2)nnc1C(F)(F)F returned HTRA1 inhibitor 4, ASAP1 GAP inh -1, ABHD4 inh 4, ARFGAP1 inhibitor 2, NPR1 activator 0, rCAG RNA binder 0, NPR2 activator -1, SMARCA2 activ 1, PG9 Ab binder 0.2 and Rev-erbA mod -7.
`COc1ccccc1/C=N/NC(=O)C(=O)Nc1ccccc1OC(F)(F)C(F)F` gave HTRA1 inhibitor -20, ASAP1 GAP inh -3, ABHD4 inh -10, ARFGAP1 inhibitor -14, NPR1 activator -1, rCAG RNA binder -7, NPR2 activator -6, SMARCA2 activ -1, PG9 Ab binder -0.6 and Rev-erbA mod 6.
For CCOc1ccc(N2CC(C(=O)N3CCCCCC3)CC2=O)cc1 (stereo unspecified) the results were HTRA1 inhibitor -9, ASAP1 GAP inh -13, ABHD4 inh 0, ARFGAP1 inhibitor 1, NPR1 activator 2, rCAG RNA binder 0, NPR2 activator 1, SMARCA2 activ 1, PG9 Ab binder -1.1 and Rev-erbA mod -3.
Screening CCC(OC(=O)c1ccc(S(C)(=O)=O)c([N+](=O)[O-])c1)C(=O)NC1C2CC3CC(C2)CC1C3 (stereo unspecified) returned ASAP1 GAP inh -10, ABHD4 inh 1, ARFGAP1 inhibitor 10, NPR1 activator -2, rCAG RNA binder 3, NPR2 activator -14, SMARCA2 activ -2, PG9 Ab binder 0.8 and Rev-erbA mod 7.
CCOc1ccc(CNC(=O)c2ccc3c(c2)N(CC)CCS3)cc1 was read as HTRA1 inhibitor -3, ASAP1 GAP inh 4, ABHD4 inh 8, ARFGAP1 inhibitor 17, NPR1 activator -3, rCAG RNA binder 7, NPR2 activator 2, SMARCA2 activ -1, PG9 Ab binder 0.6 and Rev-erbA mod -2.
Cc1[nH]c2ccc(C(=O)N3CCCC3)cc2c1C was read as HTRA1 inhibitor -4, ASAP1 GAP inh 6, ABHD4 inh -8, ARFGAP1 inhibitor 6, NPR1 activator -5, rCAG RNA binder 0, NPR2 activator 0, SMARCA2 activ 2, PG9 Ab binder 0.9 and Rev-erbA mod -3.
For CCOC(=O)CCC(=O)NCc1ccc2c(c1)cc(C)n2C the results were HTRA1 inhibitor 3, ASAP1 GAP inh 3, ABHD4 inh 11, ARFGAP1 inhibitor -6, NPR1 activator 2, rCAG RNA binder -4, NPR2 activator 1, SMARCA2 activ -3, PG9 Ab binder 1.8 and Rev-erbA mod -3.
CSc1ccc(S(=O)(=O)Nc2ccc(F)cc2)cc1 was read as HTRA1 inhibitor -8, ASAP1 GAP inh 1, ABHD4 inh -3, ARFGAP1 inhibitor -6, NPR1 activator 4, rCAG RNA binder 1, NPR2 activator -5, SMARCA2 activ -1, PG9 Ab binder 2.7 and Rev-erbA mod 3.
Screening COc1cccc(C(c2nnnn2C(C)(C)C)N2CCN(C/C=C/c3ccccc3)CC2)c1OC (stereo unspecified) returned ASAP1 GAP inh 6, ABHD4 inh -1, ARFGAP1 inhibitor -9, NPR1 activator -2, rCAG RNA binder 2, NPR2 activator -3, SMARCA2 activ -5, PG9 Ab binder -0.7 and Rev-erbA mod 2.
COc1ccc(NC(=O)COC(=O)c2ccncc2)c(OC)c1 was read as HTRA1 inhibitor 7, ASAP1 GAP inh 0, ABHD4 inh 0, ARFGAP1 inhibitor 10, NPR1 activator 1, rCAG RNA binder -1, NPR2 activator -4, SMARCA2 activ 1, PG9 Ab binder -1.7 and Rev-erbA mod 0.
Screening CCN(CC)c1ccc(C(=O)OCC(=O)N(C)Cc2ccccc2)cc1 returned HTRA1 inhibitor -2, ASAP1 GAP inh 0, ABHD4 inh -5, ARFGAP1 inhibitor 2, NPR1 activator 5, rCAG RNA binder -7, NPR2 activator 3, SMARCA2 activ 1, PG9 Ab binder 1.4 and Rev-erbA mod 3.
`Cc1nc(=O)c(-c2ccccc2)c(C)n1-c1ccccc1O` gave HTRA1 inhibitor 7, ASAP1 GAP inh 2, ABHD4 inh -3, ARFGAP1 inhibitor 4, NPR1 activator 2, rCAG RNA binder -2, NPR2 activator 3, SMARCA2 activ -1, PG9 Ab binder 0.1 and Rev-erbA mod -7.
For Cc1ccc(C(=O)N2c3ccccc3CC2C)o1 (stereo unspecified) the results were HTRA1 inhibitor -1, ASAP1 GAP inh 9, ABHD4 inh 4, ARFGAP1 inhibitor -12, NPR1 activator -3, rCAG RNA binder -5, NPR2 activator -3, SMARCA2 activ 8, PG9 Ab binder 1.5 and Rev-erbA mod -2.
COc1ccc(-n2nc(C(=O)NCC(=O)NCCC3=CCCCC3)c3ccccc3c2=O)cc1OC was read as HTRA1 inhibitor -6, ASAP1 GAP inh 3, ABHD4 inh -4, ARFGAP1 inhibitor 7, NPR1 activator -10, rCAG RNA binder 36*, NPR2 activator -2, SMARCA2 activ -1, PG9 Ab binder -1.7 and Rev-erbA mod -6.
